CHT allo act – human CHT allosteric activation | Q9GZV3 | CHT-expressing cells, membrane potential dye, choline EC20; stronger effect = higher value; LV-AA mutant CHT in HEK293 cells | B-score at 10 µM | actives 0.49% (n = 310,000) | AID 488977;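 active means initial fluorescence not abnormally high and integrated response B-score, plate-corrected, over 3 SD above library mean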
Target sequence (Q9GZV3 whole entry, looked up): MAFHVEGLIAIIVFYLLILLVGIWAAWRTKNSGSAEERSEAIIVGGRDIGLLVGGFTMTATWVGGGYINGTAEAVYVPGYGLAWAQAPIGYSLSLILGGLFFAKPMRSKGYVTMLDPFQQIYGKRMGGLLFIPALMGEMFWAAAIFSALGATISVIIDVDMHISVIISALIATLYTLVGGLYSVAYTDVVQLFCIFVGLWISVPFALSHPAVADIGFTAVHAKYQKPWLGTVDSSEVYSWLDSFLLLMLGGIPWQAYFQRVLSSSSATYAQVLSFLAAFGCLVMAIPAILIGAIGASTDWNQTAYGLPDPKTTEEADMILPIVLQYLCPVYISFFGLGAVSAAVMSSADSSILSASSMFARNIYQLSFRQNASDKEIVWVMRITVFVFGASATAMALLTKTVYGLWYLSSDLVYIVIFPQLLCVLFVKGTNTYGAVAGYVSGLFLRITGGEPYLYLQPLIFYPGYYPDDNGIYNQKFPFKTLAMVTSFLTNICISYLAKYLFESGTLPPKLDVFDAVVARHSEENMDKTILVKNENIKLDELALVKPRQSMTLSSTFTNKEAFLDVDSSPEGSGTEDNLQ
OX1R antagonist – human HCRTR1 antagonism; AID 434989; actives 0.43% (n = 330,000); CHO/OX1R cells, Fluo-8 calcium fluorescence, orexin A; inhibition, % at 5 µM;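 active means inhibition above its plate's threshold, mean inhibition of all tested compounds on the plate plus 3 SD, cut at about 37% in these data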;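 further: 0% = orexin A challenge wells and 100% = SB-334867-A antagonist wells; not every result past the cut was called active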
Target sequence (O43613 whole entry, looked up): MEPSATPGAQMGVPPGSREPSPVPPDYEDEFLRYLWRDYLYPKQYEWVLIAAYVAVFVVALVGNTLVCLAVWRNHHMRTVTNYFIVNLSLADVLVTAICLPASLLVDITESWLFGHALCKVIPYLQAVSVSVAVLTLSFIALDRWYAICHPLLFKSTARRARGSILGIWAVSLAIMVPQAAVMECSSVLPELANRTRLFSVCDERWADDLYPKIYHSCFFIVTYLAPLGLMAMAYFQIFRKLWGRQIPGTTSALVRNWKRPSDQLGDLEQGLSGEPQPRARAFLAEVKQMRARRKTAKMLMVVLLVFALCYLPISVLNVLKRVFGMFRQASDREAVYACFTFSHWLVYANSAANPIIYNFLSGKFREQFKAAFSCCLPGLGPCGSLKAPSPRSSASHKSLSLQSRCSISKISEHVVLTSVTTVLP
The depositor's hits bear a star; i = inactive; . = not tested or not shown.

mol | CHT allo act | OX1R antagonist
COc1cc(C(=O)N/C(=C\c2cn(C)c3ccccc23)C(=O)NCCCO)cc(OC)c1OC | i | -7
CC(C)OC(=O)c1c(NC(=O)C2CC=CCC2C(=O)O)sc2c1CCCCC2 (centres undefined) | i | -11
CCC(=O)NC(c1ccc(Cl)cc1Cl)c1ccc2cccnc2c1O (centres undefined) | i | -16
COc1ccc(Oc2cccc(Cl)c2CNC(=O)CC(C)(C)CC(=O)O)cc1 | i | -3
O=C(NCC(=O)N1CCN(C(=O)c2ccco2)CC1)c1ccccc1 | i | 6
O=C(N/N=C/c1c[nH]c2ccccc12)c1ccccc1O | i | 7
Cc1ccc(NC(=O)[C@H](NC(=O)[C@@H]2Cc3ccccc3CN2)c2ccccc2)cc1 | i | -18
Cc1ccc(CNC(=O)c2ccc(CNS(=O)(=O)c3ccc4c(c3)C(C)(C)C(=O)N4C)cc2)o1 | i | -14
CC(C)(C)CN1CCC(Oc2cccc(C(=O)N3CCC[C@H]3CO)c2)CC1 | i | -22
Cc1ccc(NC(=O)CCN2C(=O)C3CC=CCC3C2=O)cc1Cl (centres undefined) | . | -2
COc1ccc(C)cc1NC(=O)CCNC(=O)Cn1ccc2ccccc2c1=O | i | -6
COCCNc1nc(Cl)c(C#N)s1 | i | 2
CC(=O)OCC1=C(C(=O)O)N2C(=O)C(NC(=O)c3ccc(COc4ccc(Cl)cc4)o3)C2SC1 (centres undefined) | i | -9
CC(=O)c1cccc(NC(=O)Cn2cnc(S(=O)(=O)N3CCc4ccccc43)c2)c1 | i | -10
Cc1ccc2nc(N3C(=O)C(O)=C(C(=O)c4ccco4)C3c3ccc(C)o3)sc2c1 (centres undefined) | i | -15

Brought forward from above: 4 compounds, followed by the next part.
mol | CHT allo act | OX1R antagonist
COCCNc1nc(Cl)c(C#N)s1 | i | 2
CC(=O)OCC1=C(C(=O)O)N2C(=O)C(NC(=O)c3ccc(COc4ccc(Cl)cc4)o3)C2SC1 (centres undefined) | i | -9
CC(=O)c1cccc(NC(=O)Cn2cnc(S(=O)(=O)N3CCc4ccccc43)c2)c1 | i | -10
Cc1ccc2nc(N3C(=O)C(O)=C(C(=O)c4ccco4)C3c3ccc(C)o3)sc2c1 (centres undefined) | i | -15
CC(C)(C)[C@H]1C=C(C(=O)N2CCOCC2)O[C@@H](OCc2ccc(CO)cc2)C1 | i | -6
C[C@@H]1CN([C@@H](C)CO)C(=O)Cc2cc(NS(=O)(=O)c3cn(C)cn3)ccc2O[C@@H]1CN(C)C(=O)Nc1ccccc1 | . | -8
C=C1CCN([C@@H](CC(C)C)C(=O)NCc2ccco2)S(=O)(=O)c2ccccc21 | i | -1
CN(c1cccc(NC(=O)CN(c2cccc(Cl)c2)S(=O)(=O)c2ccc(Cl)cc2)c1)S(C)(=O)=O | i | 17
O=C(NCCc1cccs1)C1CC(c2ccccc2F)=NO1 (centres undefined) | i | -17
COc1ccc(O)c(/C=N/NC(=S)NCCc2ccccc2)c1 | i | -17
COc1ccc(OC)c(S(=O)(=O)NCCc2csc(-c3cccnc3)n2)c1 | i | -1
COCCN(C(=O)c1ccco1)c1nnc(-c2ccc(F)cc2)s1 | i | -16
Cc1cc2ncn(/N=C/c3ccc([N+](=O)[O-])s3)c2cc1C | i | -13
CN(c1ccccc1C(=O)NCc1ccccc1Cl)S(=O)(=O)c1ccccc1 | i | -19
CCOc1ccc2ccccc2c1CNCCN1CCOCC1 | i | -26
CCOC(=O)N1CCN(Cc2cn[nH]c2-c2cccc3ccccc23)CC1 | i | -23
NC(=O)CC(NC(=O)c1ccccc1)c1ccc(NC2CCN(Cc3ccccc3)CC2)c([N+](=O)[O-])c1 (centres undefined) | i | -4
Cc1ccc2nc(SCC(=O)Nc3ccc4c(c3)OCCO4)nc(=O)n2c1 | i | -28
COc1ccc(C(=O)O)cc1S(=O)(=O)NCc1ccccn1 | i | -5

(further entries)
mol | CHT allo act | OX1R antagonist
Oc1ccccc1Nc1ccccn1 | i | -19
COc1ccc(OCCCC(=O)NCCc2nc3ccccc3[nH]2)cc1 | i | -39
O=C(OCC(=O)N1CCc2ccccc21)C1=COCCO1 | i | -16
CSCC(O)Cn1ncc2ccccc2c1=O (centres undefined) | i | -11
CCC1C(=O)NCCN1C(=O)c1ccc(OC)c(OC2CCN(C(C)=O)CC2)c1 (centres undefined) | i | -2
CCN(CC)c1ccc(/C=N/Nc2ccccc2)c(O)c1 | i | -17
Nc1nnnn1CC(=O)N/N=C/c1cc([N+](=O)[O-])ccc1O | i | -17
Cc1n[nH]c(=O)nc1NC(C)c1ccccc1 (centres undefined) | i | 3
CCOC(=O)N1CCN(C(=O)c2ccc3c(c2)N(Cc2ccccc2)CCS3)CC1 | i | -43
COc1ccc(CCNC(=O)C2CCN(S(=O)(=O)N3CCCCCC3)CC2)cc1OC | i | -16
O=C(Nc1ccccc1)C1C2CCC3C(CCC21)C3(Cl)Cl (centres undefined) | i | -4
C=CCn1c(SCC(=O)NCc2ccc3c(c2)OCO3)nnc1C1COc2ccccc2O1 (centres undefined) | i | -9
CCOC(=O)c1ccc(NC(=S)Nc2ccc3[nH]c(=O)[nH]c3c2)cc1 | i | -7
CN1C(=O)N(C)C2(c3ccccc3)N(C)C(=O)NC12c1ccccc1 (centres undefined) | i | 1
Cc1cc(-c2ccc(C)c(S(=O)(=O)N3CCN(c4ccc(F)cc4)CC3)c2)on1 | i | -4

Of the compounds above, these have fluorine.
mol | CHT allo act | OX1R antagonist
O=C(NCCc1cccs1)C1CC(c2ccccc2F)=NO1 (centres undefined) | i | -17
COCCN(C(=O)c1ccco1)c1nnc(-c2ccc(F)cc2)s1 | i | -16
Cc1cc(-c2ccc(C)c(S(=O)(=O)N3CCN(c4ccc(F)cc4)CC3)c2)on1 | i | -4

Compounds shown so far containing a thiophene ring, fused or not (3):
mol | CHT allo act | OX1R antagonist
CC(C)OC(=O)c1c(NC(=O)C2CC=CCC2C(=O)O)sc2c1CCCCC2 (centres undefined) | i | -11
O=C(NCCc1cccs1)C1CC(c2ccccc2F)=NO1 (centres undefined) | i | -17
Cc1cc2ncn(/N=C/c3ccc([N+](=O)[O-])s3)c2cc1C | i | -13

Following part:
mol | CHT allo act | OX1R antagonist
CCOc1ccc(NC(=S)NCCCc2ccccc2)cc1 | i | -12
CS(=O)(=O)Nc1ccccc1C(=O)Nc1ccc2c(c1)OCCO2 | i | 4
Cc1nc(C)c(C(=O)OCC(=O)Nc2ccccc2)s1 | . | -9
COC(=O)[C@@H](NC(=O)NCc1cccs1)C(C)C | i | 6
NC(=O)[C@H]1CC2(CC(c3cccc(NC(=O)COc4ccc(Cl)cc4)c3)=NO2)CN1C(=O)[C@H]1CCC(=O)N1 (some centres undefined) | i | -3
CCc1cc2c(=O)n(Cc3ccco3)c(SCC(=O)NCC3CCCO3)nc2s1 (centres undefined) | i | -20
COc1cccc(OC)c1C(=O)NC(=S)N1CCN(c2ccc(C(F)(F)F)cc2[N+](=O)[O-])CC1 | i | -15
NC(=O)c1cc(S(=O)(=O)Nc2cccc(Cl)c2)cs1 | i | 0
O=C(CSc1nnc(-c2cccc(Br)c2)o1)N1CCNC1=O | . | -10
COc1ccc(NC(=O)C2CCN(S(=O)(=O)c3c(C)noc3C)CC2)cc1Cl | i | -16
CCOc1ccccc1NC(C)C(=O)NC(=O)NC1CCCCC1 (centres undefined) | . | -42
O=C(CSc1ccc(-c2ccc(Br)cc2)nn1)N1CCOCC1 | i | -13
O=C1NCCCc2nonc21 | i | -3
O=C(Nc1cc(Cl)ccc1-n1cncn1)c1cccs1 | i | -17
Cc1c(Br)c([N+](=O)[O-])nn1CC(=O)NCC1CCCO1 (centres undefined) | i | -16

Two compounds picked at random from those above, as already listed:
mol | CHT allo act | OX1R antagonist
CCOc1ccccc1NC(C)C(=O)NC(=O)NC1CCCCC1 (centres undefined) | . | -42
Cc1nc(C)c(C(=O)OCC(=O)Nc2ccccc2)s1 | . | -9

Next part:
mol | CHT allo act | OX1R antagonist
NC(=O)CC[C@H](NC(=O)OCc1ccccc1)C(=O)OCc1ccc(Cl)cc1 | i | 1
O=C(CCl)N=c1sccn1Cc1ccccc1Cl | i | -10
Cc1ccccc1NC(=O)CNC(=O)Cc1cccc2ccccc12 | i | -21
Cn1cccc1C(=O)OCC(=O)Nc1ccc2c(c1)OCCO2 | . | -5
CCOc1cc(/C=C2/C(=O)ON=C2C)ccc1OCc1ccccc1F | i | -21
CC1=C(C(=O)OCCOc2ccccc2)C(c2coc3ccccc3c2=O)C2=C(CCCC2=O)N1 (centres undefined) | i | -33
CCCCOC(=O)C1=C(C)Nc2ncnn2C1c1cccc(OC)c1 (centres undefined) | i | -17
COc1ccc(CC(=O)Nc2nnc(SCC(=O)NCc3ccco3)s2)cc1OC | i | -3
CCOC(=O)c1cc2cc(C)ccc2[nH]1 | i | 17
O=C(O)C1CC(O)CN1S(=O)(=O)c1ccc2ccccc2c1 (centres undefined) | . | -6
CCOC(=O)c1c(-c2ccc(OC)cc2)csc1NC(=O)CSc1ncnc2sccc12 | i | -33
COc1ccc(N2CCN(CCCNC(=O)CN3CCN(Cc4ccccc4C)C3=O)CC2)cc1 | i | -25
CC1CCN(C(=O)CN2C(=O)C(C)(C)Oc3ccc(C(=O)NC(C)C)cc32)CC1 | i | -32
Cc1cc(C)c2c3c(sc2n1)C(=O)N(Cc1ccccc1)CC(=O)N3 | i | -13
O=C(Nc1ccc2[nH]ccc2c1)c1ccccc1 | i | -3

The results go on:
mol | CHT allo act | OX1R antagonist
Cc1cc(C)c2nc(NC(=O)c3ccc(OCC4CCCO4)cc3)sc2c1 (centres undefined) | i | -20
COc1ccc(CNC(=O)C/C(C)=N/NC(=O)COc2ccc(Br)cc2)cc1 | i | -5
CCOC(=O)C1CCCN(c2nc3ccccc3nc2C(C#N)C(=O)OCC)C1 (centres undefined) | i | -40
Cn1c(N)c(C#N)c2c(c1=S)CSC(C)(C)C2 | i | -12
CCn1nnc2cc(C(=O)Nc3cccc(S(=O)(=O)N(C)C)c3)ccc21 | . | -7
O=C(O)CC(SCc1ccc(C(=O)O)o1)C(=O)O (centres undefined) | i | -18
Cc1[nH]nc(N=CC2=C(O)CC(c3ccco3)CC2=O)c1-c1ccc(Cl)cc1 (centres undefined) | i | -9
CC(C)(C)NC(=O)C(c1ccncc1)N(C(=O)Cn1nnc(-c2ccc(F)cc2)n1)c1ccccc1 (centres undefined) | i | -47
Cc1nnc(-c2cnn(-c3ccccc3)c2N)n1Cc1cccc(C(F)(F)F)c1 | i | -24
CCOC(=O)NC(Nc1sc2c(c1C(N)=O)CCCC2)(C(=O)OCC)C(F)(F)F (centres undefined) | i | -21
O=C(N/N=C/c1ccncc1)c1cc2ccccc2o1 | i | -15
O=C(NCC(c1cccs1)N1CCOCC1)C1CCN(S(=O)(=O)c2c(Cl)cccc2Cl)CC1 (centres undefined) | i | -25
CN(C)C(CNC(=O)CN1C(=O)NC2(CCCC2)C1=O)c1ccccc1 (centres undefined) | . | -4
O=C(CC(C(=O)N1CCc2ccccc21)n1ccnc1)NCc1cccnc1 (centres undefined) | i | -7
CCOC(=O)Cn1nc(-c2ccc(C)cc2)ccc1=O | i | -10

Additional records
mol | CHT allo act | OX1R antagonist
Cc1ccc(CNC(=O)CNC(=O)c2ccc(C(C)(C)C)cc2)n1C | . | -28
O=C(N/N=C/c1cccc(F)c1)NC1CCCCC1 | i | -19
Cc1cc(C(C)(C)C)ccc1OCCCCN1CCCC1 | i | -14
Cc1cccc(NC(=O)N2CCC(NC(=O)c3ccccc3C)CC2)c1 | i | -20
COc1cc(/C=N/NC(=O)CC#N)ccc1Oc1nc(Cl)ncc1F | i | -7
Cc1ccc(S(=O)(=O)N2CCCC(C(=O)NCc3ccccn3)C2)cc1 (centres undefined) | i | -26
Cc1ccc(NC(=S)N(CCN(C)C)Cc2cccs2)c(C)c1 | i | -4
O=C(OCC(=O)N1CCN(S(=O)(=O)c2ccc(Cl)cc2)CC1)c1ccc([N+](=O)[O-])o1 | i | -12
COC(=O)c1ccc(Cl)c(NS(=O)(=O)c2ccc3c(c2)OCCO3)c1 | i | -13
CN(Cc1ccon1)Cc1cn(Cc2ccccc2)nc1-c1ccc2c(c1)OCO2 | i | -8
O=C(NCc1ccc(Cl)cc1)C(=O)NCC1OCCCN1S(=O)(=O)c1cccs1 (centres undefined) | i | -12
Cn1cccc1C(=O)NS(=O)(=O)c1ccccc1Cl | i | -5
O=[N+]([O-])c1ccc(S(=O)(=O)NCC2COc3ccccc3O2)cc1 (centres undefined) | i | -18
CCOCCCNC(=O)CN1CCN(c2ccc(F)cc2)CC1 | i | -10
COc1cc(-c2nc3ccccn3c2/N=C/c2ccccc2)ccc1O | i | -11

(continued)
mol | CHT allo act | OX1R antagonist
O=C(CSc1nc(N2CCOCC2)nc(N2CCOCC2)n1)Nc1ccccc1F | i | -11
Cc1ccc(/C=N/NC(=O)c2nnn(-c3nonc3N)c2CSc2ccccc2)o1 | i | 23
CCC(C)CCN1C(Nc2ccccc2)=NC[C@@H]1CC(C)C (some centres undefined) | i | -8
O=C(CN1CCCCCC1)Nc1ccc([N+](=O)[O-])cc1Br | i | -34
CCOC(=O)N1CCC(NC(=O)c2ccc(OC)c(CN3CC(=O)N4CCCC4C3=O)c2)CC1 (centres undefined) | i | -9
COc1cccc(CNC(=O)CCCn2nc(C)c3c(C)n(-c4ccccc4)nc3c2=O)c1 | i | -29
O=C(CSc1nc2ccc([N+](=O)[O-])cc2[nH]1)NCCc1ccccc1 | i | -3
O=C(O)CCCn1cc(NC(=O)c2cc(F)c(F)cc2Cl)cn1 | i | -29

Screens deposited in PubChem by several laboratories.
